RMI FANCM FP – blocks RMI1/RMI2 complex binding to FANCM MM2 peptide. Fluorescence polarization, RMI core complex with F-MM2 peptide; hits give low values. 70,000 tested, 0.58% active. AID 1159607. FP signal (polarization) at 33 µM; in the data active = FP signal below about 40; also: inactives centre near 61; strong numbers were not always called active; unit not given here
* marks the source's active call; other numbers are inactive results; & = joins results of further samples.

mol	RMI FANCM FP
CN(C)S(=O)(=O)c1ccc(C(=O)N2CCN(Cc3nc4ccccc4[nH]3)CC2)cc1	60
c1cncc(CSc2nnc(-c3cccs3)o2)c1	121
COC(=O)CC(=O)CSc1nc2cc(C(=O)NCC(C)C)ccc2c(=O)n1CCc1ccccc1	77
Cc1nc(N2CCN(Cc3ccccc3)CC2)c2c3c(sc2n1)CCC3	72
CCCN1CCCc2cc(CCNC(=O)c3ccccc3OCC)ccc21	23*
COc1ccc(S(=O)(=O)NCC(c2ccsc2)N2CCc3ccccc3C2)c(OC)c1 (stereo unspecified)	103
Cc1cc(C)nc(SC2CCCCC2NS(=O)(=O)c2ccccc2)n1 (stereo unspecified)	57
Cc1ccc(NC(=O)CC(C)n2nc(C)nc2C)cc1 (stereo unspecified)	63
COc1ccc(-c2cc(-c3ccc(OC)c(OC)c3)c3c(N)c(C(=O)Nc4nccs4)sc3n2)cc1	18
CCOc1cc(Cl)c(S(=O)(=O)Nc2cccnc2)cc1Cl	59
COc1cc(C)c(C)cc1S(=O)(=O)Nc1ccc2c(c1)N(C(=O)C1CCCO1)CC2 (stereo unspecified)	64
O=c1c(-c2ccccc2)c(O)c2ccccc2n1-c1ccccc1	52
COc1cccc2cc(C(=O)Nc3ccc4nc(N5CCN(C)CC5)sc4c3)oc12	64
Cc1cc(NC(=O)c2ccc3c(c2)OCO3)n(-c2nc3ccccc3s2)n1	69
O=C(C1CC1)N1CCN(Cc2nc(-c3ccc(F)cc3)cs2)CC1	62
Cc1ccn(-c2ccc(N3CCN(C(=O)Nc4ccccc4Cl)CC3)nn2)n1	54
CCOC(=O)c1cnn(-c2ccccc2)c1NC(=O)CN1CCN(c2ccccc2)CC1	53
CCS(=O)(=O)NCCOc1ccc2nnc(-c3cccc(OC)c3)n2n1	68
COc1cc(C)c(C)cc1S(=O)(=O)N1CCN(c2ccc(-c3cccnc3)nn2)CC1	67
CCOC(=O)Cn1c(=NC(=O)C2=COCCO2)sc2cc(S(N)(=O)=O)ccc21	65
Cc1ccccc1CN1CCC(c2nc3ccccc3[nH]2)CC1	53
Cn1nc2c(c1NC(=O)C1CCCN(S(=O)(=O)c3ccc(F)cc3)C1)CCC2 (stereo unspecified)	63
COc1cccc2cc(-c3nnc(NC(=O)C4CC(=O)N(c5ccc(F)cc5)C4)o3)oc12 (stereo unspecified)	64
NS(=O)(=O)c1ccc(NC(=O)Cn2cnc(-c3ccc(F)cc3)cc2=O)cc1	64
Cc1ccc(C(=O)Nc2nnc(Cc3cccs3)o2)cc1C	71
COc1ccc(CC(=O)NNC(=O)c2cccn(Cc3ccc(F)cc3)c2=O)cc1	61
COCCNC(=O)Cc1csc(Nc2ccc(F)cc2)n1	63
BrC1(Br)CC1(c1ccccc1)c1ccccc1	59
CCCS(=O)(=O)/C(C#N)=C/c1cc(C(F)(F)F)cc(C(F)(F)F)c1	54
Cc1nc(Oc2ccccc2)cc(N2CCN(C(=O)CCc3ccccc3)CC2)n1	55
CN(C)[C@@H]1C(=O)C(C(N)=O)=C(O)[C@@]2(O)C(=O)C3=C(O)c4c(O)ccc(Cl)c4[C@@H](O)[C@H]3C[C@@H]12	68&65&53
CC(C)CN1C(=O)CCc2cc(NC(=O)C34CC5CC(CC(C5)C3)C4)ccc21	58
CCOc1ccc2c(C)cc(=O)oc2c1	53
CN(CC1CCCO1)S(=O)(=O)c1ccc(C(=O)Nc2ccc(F)cc2F)cc1 (stereo unspecified)	60
CCOC(=O)CN1C(=O)/C(=C\c2ccc(OC)cc2)N=C1c1ccccc1	55
COc1ccc(/C=N/Nc2nc3ccccc3nc2/C=C/c2cccs2)cc1	49
CCOC(=O)c1ccc(S(=O)(=O)NCCCn2nc(-c3ccncc3)ccc2=O)cc1	67
COc1ccc(C(=O)CSc2ncnc3sc4c(c23)CCC(C)C4)cc1OC (stereo unspecified)	77
COc1ccc(C)cc1NC(=O)CCc1c(C)nn(-c2nc(C)cc(=O)[nH]2)c1C	61
O=c1oc2ccccc2cc1-c1nc(-c2ccc(C3CCCCC3)cc2)cs1	57
O=C1NCCOc2ccc(NC(=O)C3CCCCC3)cc21	63
CN(C(=O)Cn1cnc2c(-c3ccc(Cl)cc3)csc2c1=O)c1ccccc1	62
CCOC(=O)C(=O)N1CCC2(CC1)OCCN2S(=O)(=O)c1ccc(C)cc1	69
CCOc1ccc(C2C(C(=C(C#N)C#N)C3CC3)C3c4ccccc4C=CN3C2C(=O)c2ccccc2)c(OCC)c1 (stereo unspecified)	56
O=C(NCCOc1ccc(F)cc1)NCc1ccc(Cl)cc1	62
COc1ccc(C(=O)N2CCN(CCn3c(C)ccc3C)CC2)cc1	69
CCOC(=O)CNC(=O)CSc1nnc(-c2ccncc2)o1	51
CC(C)(C)c1ccc(S(=O)(=O)Nc2ccc(Cl)c(Cl)c2)cc1	73
COc1ccc(-c2ccc(=O)n(CCNC(=O)COc3ccc4c(c3)OCO4)n2)cc1	69
Cc1c(-n2c(=S)[nH]c3ccccc3c2=O)c(=O)n(-c2ccccc2)n1C	59
COc1ccc(NC(=O)Cn2cnc3c(sc4ncccc43)c2=O)cc1Cl	82
CCCN1C(=O)C(C)(C)COc2ccc(NS(=O)(=O)c3ccc(C)c(Cl)c3)cc21	70
CC(=O)c1sc(NC(=O)c2ccc3ncsc3c2)nc1-c1ccccc1	61
N#Cc1nn(-c2ccccc2)c(=O)n(Cc2ccc(Cl)cc2Cl)c1=O	54
COc1ccc(Nc2nc(Nc3cccc(OC)c3)nc(N3CCCC3)n2)cc1	55
COc1ccc(-c2c(C#N)c(SCC(=O)NCC3CCCO3)nc3c2C(=O)CC(C)(C)C3)cc1 (stereo unspecified)	57
CN1C(=O)CNC1=S	66
CN(C)CCN1C(=O)C(O)=C(C(=O)c2cc3ccccc3o2)C1c1cccc([N+](=O)[O-])c1 (stereo unspecified)	59
O=C(O)c1cc2nc(-c3ccccc3)cc(-c3ccccc3)n2n1	56
O=C(c1c(F)cccc1F)N1CCN=C1SCc1c(F)cccc1Cl	65

Continued:
mol	RMI FANCM FP
CCCCCCCCCCCCCCCC[N+](C)(C)CCN(Cc1ccc(OC)cc1)c1ncccn1	79
Clc1ccccc1C1NCCS1 (stereo unspecified)	54
Cc1ccc(C(=O)Nc2c(N)nc(SCC(=O)N3CCCc4ccccc43)[nH]c2=O)cc1	58
O=c1ccc(-c2cccnc2)nn1CCNS(=O)(=O)c1ccccc1	68
COC(=O)c1ccc(Cn2nc(-c3cccc(OC)c3)c3sc(C)nc3c2=O)cc1	68
CCOC(=O)CN1C(=O)CSC1=O	60
CNC(=O)C(Sc1nnc(N)s1)C(C)=O (stereo unspecified)	57
O=C(CSc1nc2ccccc2o1)Nc1ccc(Br)cc1	58
O=c1[nH]n(-c2ccc([N+](=O)[O-])cc2)c(=O)c2ccccc12	59
CCS(CC)=NS(=O)(=O)c1ccc([N+](=O)[O-])cc1	56
O=C(Nc1ccc(OC(F)(F)F)cc1)Nc1ccc(N2CCCCC2)cc1	53
COc1ccc(NC(=O)Nc2ccc(CN3CCN(C)CC3)cc2)cc1	60
CCOC(=O)c1ccc(NC(=O)N(C)C)cc1	57
c1ccc(NCCNc2ccccc2)cc1	52
COc1ccc(-c2c(O)c3c(OC)c4c(cc3oc2=O)OC(C)(C)C=C4)cc1	63

Among those listed so far, 2 contain a CF3 group:
mol	RMI FANCM FP
CCCS(=O)(=O)/C(C#N)=C/c1cc(C(F)(F)F)cc(C(F)(F)F)c1	54
O=C(Nc1ccc(OC(F)(F)F)cc1)Nc1ccc(N2CCCCC2)cc1	53

Next part.
Compound | RMI FANCM FP
COc1ccc(OC)c(S(=O)(=O)NCc2c(F)cccc2Cl)c1 | 49
CCSc1nc(C2CC2)cc(-c2ccc(OC)cc2)c1C#N | 59
Cc1nc(NCc2ccccc2)nc(Nc2ccccc2)c1[N+](=O)[O-] | 63
COC(=O)c1noc(-c2ccccc2)n1 | 57
COc1cccc(Cc2nnc(-c3snnc3C)o2)c1 | 57
CC(C)(C)C1CCc2c(sc3nc(CCC(=O)NCc4cccnc4)[nH]c(=O)c23)C1 (stereo unspecified) | 64
Cc1cc(=O)[nH]c2nc(N)ccc12 | -27
CN(C)/C=C(\C#N)c1cccc(C(F)(F)F)c1 | 52
O=C(NNC(=O)c1cccn1-c1ccc(F)cc1)Nc1ccccc1 | 56
O=C(COc1ccc(Cl)cc1Cl)NCCN1CCN(c2ccc(F)cc2)CC1 | 63
N#C/C(=C\c1ccc(N(Cc2ccccc2)Cc2ccccc2)cc1)c1ccc([N+](=O)[O-])cc1 | 51
COc1ccc2nc(-c3ccc(C)c(NC(=O)c4ccccc4Cl)c3)cn2n1 | 72
CCn1c(=NC(=O)C2CCCN2S(=O)(=O)c2ccc(OC)cc2)sc2c3ccccc3ccc21 (stereo unspecified) | 88
COc1ccc(C(=O)COc2ccccc2)c(OC)c1 | 62
Cc1ccc(C)n1-c1ccc(C2(O)CCSc3ccc(F)cc32)cc1 (stereo unspecified) | 54
CC1=Nn2c(nnc2-c2ccc(Cl)cc2)SC1 | 63
NS(=O)(=O)c1ccc(NC(=O)CSc2nc3scc(-c4ccco4)c3c(=O)n2-c2ccccc2)cc1 | 90
COc1cc2cc(CNc3ccc(C)cc3)c(=O)n(CC(=O)Nc3ccc(F)cc3F)c2cc1OC | 9*
O=C(O)c1cc(-c2ccc(O)cc2)n[nH]1 | 57
O=C(Nc1ccc2scnc2c1)C1CC1 | 66
NC(=O)c1ccc(NC(=O)C(=O)Nc2cccc(N3CCCC3=O)c2)cc1 | 54
COc1cc(C(=O)NCCn2ncc3c(N4CC(C)OC(C)C4)ncnc32)cc(OC)c1OC (stereo unspecified) | 65
CCN1CCN(C(CNC(=O)C(=O)NCc2ccccc2)c2cccnc2)CC1 (stereo unspecified) | 63
O=C(CC(c1ccccc1)c1ccccc1)NC1CC(=O)N(c2ccccc2)C1 (stereo unspecified) | 52
Cc1cc(C)c(NS(=O)(=O)c2cc(S(=O)(=O)Nc3c(C)cc(C)cc3C)c3cccc4c3c2NC4=O)c(C)c1 | 48
O=C(O)c1ccc(-c2nccs2)s1 | 57
Clc1ccc(OCc2noc(-c3ccoc3)n2)c(Cl)c1 | 61
Fc1ccccc1C1CC(c2ccco2)=Nc2ccccc2S1 (stereo unspecified) | 63
COc1ccc2sc(Nc3nc4ccc5nc(C)sc5c4s3)nc2c1 | 93
Cc1cc(C(=O)Nc2ccc(S(C)(=O)=O)cc2)n(C)n1 | 66
COc1ccc2nc(-c3cccc(NC(=O)c4cc5ccccc5oc4=O)c3)cn2n1 | 82
COc1cc(-c2nnc(NC(=O)COc3ccc(C(C)C)cc3)o2)cc(OC)c1OC | 62
O=C(Nc1nnc(SCc2ccc(Br)cc2)s1)c1ccc(C(=O)c2ccccc2)cc1 | 52
O=S1(=O)C=CC(Nc2ccccc2F)C1 (stereo unspecified) | 68
CCOc1ccc(NC(=O)C(=O)Nc2ccc([N+](=O)[O-])cc2)cc1 | 55
COC(=O)c1ccc(CSc2nnc(C(C)C)c3cnn(-c4ccccc4)c23)o1 | 64
CCCCc1ccc(NC2OC(=O)c3ccccc32)cc1 (stereo unspecified) | 56
O=C(NCCn1ccc2ccccc21)NC1CC(=O)N(c2cccc(F)c2)C1 (stereo unspecified) | 60
CCOc1ccc(-c2csc(-c3nnn(-c4cccc(Cl)c4)c3C)n2)cc1 | 64
C=CCOCC(O)Cn1c(N2CCOCC2)nc2c1c(=O)n(C)c(=O)n2C (stereo unspecified) | 58

The last seven compounds of the part above open the next one:
Compound | RMI FANCM FP
O=S1(=O)C=CC(Nc2ccccc2F)C1 (stereo unspecified) | 68
CCOc1ccc(NC(=O)C(=O)Nc2ccc([N+](=O)[O-])cc2)cc1 | 55
COC(=O)c1ccc(CSc2nnc(C(C)C)c3cnn(-c4ccccc4)c23)o1 | 64
CCCCc1ccc(NC2OC(=O)c3ccccc32)cc1 (stereo unspecified) | 56
O=C(NCCn1ccc2ccccc21)NC1CC(=O)N(c2cccc(F)c2)C1 (stereo unspecified) | 60
CCOc1ccc(-c2csc(-c3nnn(-c4cccc(Cl)c4)c3C)n2)cc1 | 64
C=CCOCC(O)Cn1c(N2CCOCC2)nc2c1c(=O)n(C)c(=O)n2C (stereo unspecified) | 58
COc1ccccc1OCCn1c(C2CC(=O)N(c3cccc(C(F)(F)F)c3)C2)nc2ccccc21 (stereo unspecified) | 59
Nc1nc2c(c(NC(=O)Nc3cccc(Cl)c3)n1)CCCC2 | 62
Cc1ccc(NC(=O)CSc2ccc3nnc(CCNS(=O)(=O)c4ccccc4)n3n2)cc1Cl | 55
COc1ccccc1-c1noc(CN2C(=O)COc3cc(Cl)ccc32)n1 | 65
CCCCC(=O)Nc1nc(-c2cc3cc(OC)ccc3o2)cs1 | 71
N#CC1=C(NC(=O)c2ccc(C#N)cc2)CCC1 | 63
O=C(Nc1nc(-c2ccc([N+](=O)[O-])cc2)cs1)C1=COCCO1 | 64
Cc1c(NS(=O)(=O)c2ccc3c4c(cccc24)C(=O)N3)c(=O)n(-c2ccccc2)n1C | 57
Cc1ccc(NC(=O)Cc2csc(SCC(=O)c3ccc4c(c3)OCO4)n2)cc1F | 133
CN(C)c1ccc(/C=N\NC(=O)c2n[nH]c3c2CCCC3)cc1 | 60
O=c1ccc(-c2ccc(F)cc2)nn1Cc1nc(-c2cccs2)no1 | 54

Rewritten with values ahead of the structure: six of the compounds above
RMI FANCM FP,molecule
54,O=c1ccc(-c2ccc(F)cc2)nn1Cc1nc(-c2cccs2)no1
62,Nc1nc2c(c(NC(=O)Nc3cccc(Cl)c3)n1)CCCC2
60,CN(C)c1ccc(/C=N\NC(=O)c2n[nH]c3c2CCCC3)cc1
64,O=C(Nc1nc(-c2ccc([N+](=O)[O-])cc2)cs1)C1=COCCO1
55,Cc1ccc(NC(=O)CSc2ccc3nnc(CCNS(=O)(=O)c4ccccc4)n3n2)cc1Cl
133,Cc1ccc(NC(=O)Cc2csc(SCC(=O)c3ccc4c(c3)OCO4)n2)cc1F

An excerpt; count on the stated rates, not on these rows.
